Bioassay records deposited in PubChem by Sanford-Burnham Center for Chemical Genomics.
hIAP act: increases human intestinal alkaline phosphatase activity; P09923; purified human IAP, CDP-Star luminescence, 30 min; hits give high values; 1 = vehicle-only enzyme, 0 = enzyme-free background; activation factor at 10 µM; hit rate 0.16% among 330,000;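 active means activation factor of the enzyme at least 2-fold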; further: the source names both 10 and 20 µM as test concentration; values of inactives mirror those of a sister screen read the other way
mIAP activ: mouse IAP activation; activation factor at 10 µM; hit rate 0.24% among 330,000; muIAP, CDP-Star luminescence, 30 min; hits give high values; 1 = vehicle-only enzyme signal, 0 = enzyme-free wells;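 active means activation factor of at least 2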; further: the source names both 10 and 20 µM as test concentration; values of inactives mirror those of a sister screen read the other way
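System: mouse IAP enzyme. Reagent: CDP-Star chemiluminescent phosphatase substrate. Benchmarks: DMSO wells, no-enzyme wells. Times: 30 min enzyme-substrate-compound incubation at room temperature. Detection: luminescence from enzymatic CDP-Star hydrolysis. Doses: test compounds delivered from DMSO solution.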
APOBEC3G inh: blocks human APOBEC3G single-stranded DNA deamination; AID 493012; hit rate 0.28% among 330,000; Q9HC16; inhibition, % at 20 µM; recombinant A3G, ssDNA deamination FAM/TAMRA fluorescence;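 active means inhibition of at least 40% at 20 µM, with no more than 30% in the related APOBEC3A deaminase screen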;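 further: plate controls were DMSO wells with A3G for no effect and wells lacking A3G enzyme for full effect; some compounds called inactive have numbers as strong as hits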
Target sequence (Q9HC16 whole entry, looked up): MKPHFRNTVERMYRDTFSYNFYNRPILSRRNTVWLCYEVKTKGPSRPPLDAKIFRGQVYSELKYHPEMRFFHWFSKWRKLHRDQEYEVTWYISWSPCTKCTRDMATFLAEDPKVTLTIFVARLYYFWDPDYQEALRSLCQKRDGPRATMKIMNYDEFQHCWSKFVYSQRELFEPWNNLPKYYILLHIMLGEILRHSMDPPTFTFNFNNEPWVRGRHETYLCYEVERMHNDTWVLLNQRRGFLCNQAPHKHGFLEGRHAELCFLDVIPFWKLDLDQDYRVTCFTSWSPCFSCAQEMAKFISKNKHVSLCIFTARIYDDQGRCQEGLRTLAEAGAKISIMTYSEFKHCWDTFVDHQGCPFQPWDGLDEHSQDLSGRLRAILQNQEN
mIAP inh: blocks mouse intestinal alkaline phosphatase; purified mouse IAP, CDP-Star luminescence, 30 min; inhibition, % at 10 µM; hit rate 0.2% among 330,000; AID 2806;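 active means inhibition of at least 40% at 10 µM in the primary screen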;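 further: plate controls were DMSO with enzyme for no effect and no enzyme wells for full effect; values of inactives mirror those of a sister screen read the other way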
GRIN3A LBD mod: NR3A (human) ligand-binding domain modulation. hit rate 2.5% among 340,000. Tm shift relative to glycine control, % at 25 µM. NR3A LBD differential scanning fluorimetry, Tm shift; 0% = protein alone, 100% = glycine-bound protein;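 active means melting temperature shift of at least 10% of the positive control shift, at one fixed dose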
hIAP inh: blocks human intestinal alkaline phosphatase. AID 2544. inhibition, % at 10 µM. purified IAP, CDP-Star luminescence, 30 min. P09923. hit rate 0.12% among 330,000;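 active means inhibition reaching a set limit with compound at 10 µM in the primary screen, cut at about 35% in these data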;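 further: plate controls were DMSO wells with enzyme for no effect and no-enzyme buffer wells for full effect; values of inactives mirror those of a sister screen read the other way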
APOBEC3A inh: inhibitors of human APOBEC3A DNA deaminase; P31941; recombinant A3A, FAM/TAMRA ssDNA deamination fluorescence; inhibition, % at 20 µM; hit rate 0.41% among 330,000;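 active means at least 40% inhibition at 20 µM here, with at most 30% in a related deaminase screen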;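 further: plate controls were A3A with DMSO for no effect and wells lacking A3A enzyme for full effect; some results filed as inactive read as strong as hits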
Target sequence (P31941 whole entry, looked up): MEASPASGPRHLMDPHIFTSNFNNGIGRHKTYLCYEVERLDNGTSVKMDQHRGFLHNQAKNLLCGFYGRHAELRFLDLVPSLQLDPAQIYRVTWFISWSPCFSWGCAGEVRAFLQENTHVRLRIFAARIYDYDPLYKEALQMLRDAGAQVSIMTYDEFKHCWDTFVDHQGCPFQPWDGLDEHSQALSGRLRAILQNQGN
MPTP inh: permeability transition pore inhibition; isolated mouse mitochondria, Ca2+ swelling absorbance, 30 min; inhibition, % at 10 µM; hit rate 1.4% among 360,000; AID 602449;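 active means inhibition of 50% or more, scaled per plate between neutral and stimulator controls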;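 further: 0% = DMSO wells given calcium and 100% = 1 mM EGTA wells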
beta cell repl: inducers of beta-cell replication in MIN6 cells; MIN6 cells proliferation, ATPlite luminescence, 48 h; cells starved in 0.2% serum; 100% = growth in 10% serum; proliferation, % at 10 µM; hit rate 0.29% among 330,000; AID 2380;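 active means compounds whose signal lies at least 3.5 SD above the mean of all wells on their plate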;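 further: 0% = DMSO-treated cells in low-serum medium and 100% = 10% serum control; some compounds called inactive have numbers as strong as hits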
An asterisk follows results filed as active; x = no result given. Not a hit list, and some 5% of all compounds hit somewhere here.

Compound	hIAP act	mIAP inh	hIAP inh	mIAP activ	beta cell repl	APOBEC3G inh	MPTP inh	APOBEC3A inh	GRIN3A LBD mod
COc1ccccc1CN(C)CC(=O)Nc1cccc(S(=O)(=O)N2CCCC2)c1	1.1	-6	-7	1.1	-2	-5	1.1	-2	-2
Cc1cc(NC(=O)CSc2ncnc3sccc23)no1	0.94	2	6	0.98	-2	-5	0.8	2	-2
CC(C)(C)c1cc(/C=C2\NC(=O)NC2=O)cc(C(C)(C)C)c1O	1.1	11	-7	0.89	-4	-7	3.4	0	-1
CCOc1cccc2sc(NC(=O)CCS(=O)(=O)c3ccccc3)nc12	1.1	6	-10	0.94	-7	-6	-0.4	-4	0
COc1cc(OC)cc(C(=O)NNC(=O)Cc2ccc(OC)c(S(=O)(=O)N3CCOCC3)c2)c1	1.4	-4	-40	1	-3	-9	0.0	-7	-10
CCS(=O)(=O)N1Cc2ccccc2CC1C(=O)Nc1nc2ccccc2s1 (stereo unspecified)	1.1	2	-12	0.98	0	-5	2.0	-1	2
Cc1ccc(NC(=S)NCc2cccn2C)cc1	1.1	-13	-6	1.1	-1	4	-0.2	1	-2
CNC(=O)CSc1nnc(-c2ccccc2)n1C	1.1	-6	-7	1.1	-4	-11	0.4	2	-1
CCOC(=O)C1(C)Oc2ccc(S(=O)(=O)CC)cc2NC1=O (stereo unspecified)	0.97	-8	3	1.1	-2	-3	-0.7	-1	-1
COc1ccc(N(CC(=O)NC2CC3CCC2C3)S(=O)(=O)c2ccccc2)cc1OC (stereo unspecified)	1.2	-6	-18	1.1	0	2	0.1	-4	2
Cc1cc(C(=O)CN2C(=O)C(=O)N(C3CCCC3)C2=O)c(C)n1CCc1ccc(F)cc1	1.1	2	-12	0.98	-8	-7	-0.9	-5	-2
COc1cc(Cl)ccc1OCc1cc(C(=O)N(C)CCc2c(C)n[nH]c2C)no1	0.9	0	10	1	-1	0	-0.7	0	0
COc1ccc(S(=O)(=O)CCC(=O)NCCc2cccc(C)c2)cc1	1	-3	-3	1	-3	3	-1.5	3	0
CCC(C)(C(=O)NC1CCCC1)N(C)C(=O)c1ccccn1 (stereo unspecified)	0.94	-6	6	1.1	-1	-5	0.2	2	0
COc1ccc(Cl)cc1NC(=O)CN(C)C(=O)c1sc2ccccc2c1Cl	0.95	7	5	0.93	-7	-8	1.5	-5	4
CC1CCCCC1NC(=O)NC(=O)COC(=O)c1nccnc1N (stereo unspecified)	1.2	-5	-15	1.1	-2	-2	-0.8	-1	-2
O=C(N/C(=C\c1cccnc1)c1nc2ccccc2[nH]1)c1cccc(Br)c1	1	16	0	0.84	-1	-7	0.7	-3	-1
CCn1c(CCNC(=O)c2ccc(OC)cc2)nnc1SCC(=O)Nc1ccccc1F	1	7	-3	0.93	-2	-4	-0.3	-2	-5
COc1cc(CC(=O)NCC2CCCCC2)cc(OC)c1OC	1	-5	-3	1.1	-3	-1	0.5	1	-1
CC[C@]12c3[nH]c4ccc(Cl)cc4c3CCN1C(=O)[C@@H](CC(=O)NCCCN(C)C)C[C@@H]2C(=O)N1CCN(C(=O)C2CC2)CC1	x	-1	x	1	x	1	-0.1	0	-1
COc1ccc(S(=O)(=O)Nc2nc3ccccc3nc2Nc2cccc(C(=O)O)c2)cc1	0.69	-7	31	1.1	-2	7	-0.8	4	0
CNC(=S)N/N=C/c1c(C)cccc1Cl	0.88	6	12	0.94	-2	-5	-0.3	-2	-2
COc1cccc2c(SCC(=O)N/N=C/c3ccc(O)cc3O)cc(C)nc12	1.5	8	-54	0.92	2	-10	-1.0	11	26*
CSCC(=O)Nc1ccc(F)c(Cl)c1	1.1	-13	-8	1.1	-1	-4	1.5	-1	1
Cc1ccc(C(C2=C(O)CC(C)(C)CC2=O)C2C(=O)CC(C)(C)CC2=O)s1 (stereo unspecified)	1.1	1	-11	0.99	-2	-4	2.3	-6	2
Cc1c(NC(=O)/C(=C\c2ccccc2)NC(=O)c2ccccc2)c(=O)n(-c2ccccc2)n1C	0.91	2	9	0.98	-3	-3	-1.8	0	2
O=C(CSCC(=O)OCn1nnc2ccccc2c1=O)Nc1ccc(Cl)cc1	0.76	12	24	0.88	-1	-3	-0.6	-5	1
Cc1cccc(C(=O)Oc2ccccc2-c2nnco2)c1	1.3	9	-31	0.91	-3	-7	12	-1	1
CCOC(=O)c1c(NC(=O)CN2C(=O)NC(C)(c3ccc(Cl)cc3)C2=O)sc(C(=O)NC)c1C (stereo unspecified)	0.82	-9	18	1.1	0	5	-0.7	3	-5
Cc1sc2ncnc(N3CCC(C(=O)NNC(=O)COc4cccc(C(F)(F)F)c4)CC3)c2c1C	1.6	4	-64	0.96	-1	-6	-0.1	-3	0
COCCN1CCc2[nH]c(=S)[nH]c(=O)c2C1	1.1	-3	-10	1	-3	-7	0.5	1	3
C[C@@]12C(=O)Nc3ccc(Cl)cc3C(=O)N1[C@H]1c3ccccc3OC[C@@H]1[C@@H]2c1ccccc1	0.91	21	9	0.79	-8	-11	-0.2	-1	-5
Cc1nnc(NC(=O)CN2CCN(Cc3ccccc3)CC2)s1	0.9	-2	10	1	3	-5	0.9	-5	0
CC1(C)CC(=O)c2sc(NC(=O)C(C)(C)C)nc2C1	0.92	-8	8	1.1	2	-7	0.0	-3	2
Oc1ccc(C[C@H]2CNCCN2CC2CCCCC2)cc1	0.83	4	17	0.96	-2	-5	4.9	-4	2
N#Cc1ccccc1NC(=O)c1ccc2c(c1)OCO2	1.1	4	-6	0.96	-2	-8	0.6	-4	-1
Cc1ccc(S(=O)(=O)N2CCCC2CNC(=O)C(=O)Nc2ccc(F)cc2F)cc1 (stereo unspecified)	0.95	5	5	0.95	-2	-3	-0.4	0	1
CCN(C(=O)COC(=O)c1ccc(=O)n(Cc2ccccc2)n1)C1CCS(=O)(=O)C1 (stereo unspecified)	0.99	4	1	0.96	-2	-5	-0.3	4	2
CC(C)(C)c1cc[n+](CC(=O)Nc2cc(C(F)(F)F)ccc2N2CCOCC2)cc1	0.86	11	14	0.89	-3	5	-0.5	-1	-1
COC(=O)c1ccc(C2NC(=O)NC(C)=C2C(=O)N(C)C)cc1 (stereo unspecified)	1.1	-4	-6	1	2	-7	-0.4	-3	-1
O=C1CN(C(=O)c2ccccc2F)C(c2ccc(F)cc2)c2cc(F)ccc2N1 (stereo unspecified)	0.99	-2	1	1	-1	-13	1.7	-4	-1
CC(C)(C)C1CCC(=NNC(=O)c2ccco2)CC1 (stereo unspecified)	1.1	6	-8	0.94	-3	-7	-1.2	-3	5
S=c1nc(-c2ccccc2)n(-c2ccccc2)[nH]1	1	2	-4	0.98	3	48*	1.1	-6	2
COC(=O)C1=C(C)N(C)C(C)=C(C(=O)OC)C1c1ccc(Cl)cc1	1.1	0	-9	1	-4	-3	0.8	1	-3
COc1ccc(C(=O)N/N=C/c2sc(N3CCOCC3)nc2-c2ccccc2)cc1OC	1.1	0	-10	0.99	-2	-5	1.8	-3	-4
O=C(/C=C/c1cccs1)Nc1ccc(N2CCOCC2)c(S(=O)(=O)Nc2cc(Cl)ccc2Cl)c1	0.89	16	11	0.84	0	5	5.3	3	10*
O=C(N/N=C/c1ccc(Cl)cc1)Nc1ccccc1	1	0	0	1	-4	-5	15	0	13*
Cc1cccc(CN2CCN(CC(=O)NCCCN3CCN(c4ccc(F)cc4)CC3)C2=O)c1	0.83	-4	17	1	-2	-4	1.7	1	0
COc1ccccc1N1CCN(C(=O)c2ccc(Br)s2)CC1	1.1	-6	-10	1.1	0	-6	1.8	-3	x
Cc1ccnc(NC(=O)c2ccc(Cl)s2)c1	1	5	-5	0.95	1	-3	-0.6	-2	1
CCN1CCN(c2ccc(NC(=O)c3cc4ccccc4cc3OC)cc2C)CC1	0.99	7	1	0.93	-8	7	0.1	41*	-3
O=C(NNc1ccccc1F)c1ccccc1	0.92	0	8	1	0	-6	-0.6	0	0
CC(C)CC(=O)Nc1ccc(Oc2ccc(NC(=O)CC(C)C)cc2)cc1	0.89	-6	11	1.1	-1	-3	-0.1	1	-1
Cc1cc(C)n2nc(C(=O)NNC(=O)c3ccc(Cl)cc3)nc2n1	1.9	17	-86	0.83	1	-8	0.6	-3	-4
COc1ccc(C(=O)N/C(=C\c2ccco2)C(=O)NCCCn2ccnc2)cc1	0.94	8	6	0.92	0	3	-0.4	2	-4
Nc1nc(CN2CCN(c3ccc(F)cc3)CC2)nc(N2CCCc3ccccc32)n1	0.89	2	11	0.98	-3	-1	-0.7	0	1
COC(=O)c1cc(C(=O)OC)cc(N2C(=O)CC(Sc3nc(C)cc(C)n3)C2=O)c1 (stereo unspecified)	1.1	4	-6	0.96	-2	-1	-10	-1	0
COc1ccc2sc(-c3ccc(SC)cc3)c(/C=C/c3ccc(OC)c(OC)c3)c2c1	0.94	7	6	0.93	-4	-7	1.6	-3	-3
O=C(Cc1cccs1)NCc1cccc(Br)c1	1.1	5	-11	0.95	-1	-3	0.1	3	1
CCNc1nc(NCC)nc(N/N=C(\C)c2ccc(OC)cc2)n1	1.1	-4	-12	1	2	1	-2.2	-1	-2

(further entries)
Compound	hIAP act	mIAP inh	hIAP inh	mIAP activ	beta cell repl	APOBEC3G inh	MPTP inh	APOBEC3A inh	GRIN3A LBD mod
Cc1ccc(CNS(=O)(=O)c2cc3c(cc2C)N(C)CCO3)cc1	0.84	3	16	0.97	-2	-3	-1.4	-4	0
CC(C)NC(=O)c1n[nH]c(=O)c2ccccc12	1	4	0	0.96	0	-3	-0.2	-2	3
c1ccc(N2CCN(Cc3cnc(N4CCOCC4)s3)CC2)cc1	1.1	-4	-5	1	-3	-2	11	4	-2
CC(=O)c1ccc(N2CCN(C(=S)Nc3ccccc3C(F)(F)F)CC2)cc1	1.1	9	-7	0.91	-5	-18	-1.3	1	-1
O=C(CSc1nc2c(cnn2-c2ccccc2)c(=O)[nH]1)N1CCOCC1	1.1	-3	-10	1	-2	-6	-3.2	-6	2
O=C(/C=C/c1cccc(Cl)c1)Nc1ncccn1	1	0	-3	0.99	0	0	-1.0	-1	-3
c1ccc(C2(CN3CCNC[C@H]3Cc3cccc4ccccc34)CC2)cc1	0.97	9	2	0.91	-8	-3	0.4	-2	-1
COc1ccc(C2C=C(C34CC5CC(CC(C5)C3)C4)NC(=S)N2)cc1 (stereo unspecified)	0.97	2	3	0.98	-6	-5	1.2	-2	0
COc1ccccc1NC(=S)NCc1cccnc1	1.1	7	-7	0.93	0	-3	-0.3	-3	0
COc1ccc(/C=C/C(=O)N2CCCC2)cc1OC	1.1	2	-10	0.98	4	-5	-2.4	0	2
Cc1cnc(C(=O)OCC(=O)Nc2cccc(Cl)c2)cn1	1.2	9	-15	0.91	1	3	0.4	2	2
CC1CCN(C(=O)CN(CCc2ccccc2)S(C)(=O)=O)CC1	1.2	-6	-18	1.1	-1	-4	-0.4	-1	-1
